# HIF-2a block: HIF-2a reporter inhibitors, primary screen, luminescence, 786-0 RCC cells. 786-0 RCC cells HIF-2a reporter, luciferase luminescence, overnight. inhibition, % at 18.8 µM. hit rate 0.72% among 360,000. AID 624352, 2012;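 active = inhibition of the luminescence signal of 40% or more relative to plate controls, in a single-dose primary screen at 18.75 µM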
# KKLEB tox: cytotoxicity in KKLEB CF airway cells, primary screen, cytotoxicity control for CF NF-kB inhibitor project, cell-based, uHTS, fluorescence assay plates | KKLEB CF airway cells viability, ATPlite luminescence, overnight; active compounds read low; cells stimulated with P. aeruginosa culture filtrate | activity change (cytotoxicity), % at 5 µM | hit rate 0.36% among 360,000;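 active = corrected activity change at or below -50% at 5 µM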
# CF NFkB block: inhibitors of PAF-induced NF-kB signaling, primary screen, cell-based, GFP fluorescence, uHTS | KKLEB NF-kB-GFP reporter, GFP fluorescence overnight | inhibition, % at 5 µM | hit rate 0.86% among 360,000;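 active = at least 50% inhibition at 5 µM, scaled per plate between neutral and stimulator controls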;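 also: PAF is a Pseudomonas aeruginosa culture filtrate used as stimulus; plate controls were PAF-stimulated DMSO wells for no effect and unstimulated DMSO wells for full effect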
# NR2E3 ag-1: NR2E3 agonists in two-hybrid cells, primary screen, cell-based, luminescence, CHO-S, Gal4-NCOR/VP16-NR2E3; luciferase; inhibition of corepressor binding, % at 3.98 µM; hit rate 0.35% among 360,000; AID 602229, 2012;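 active = inhibition above the mean of all tested compounds plus 3 SD, cut at about 70% in these data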;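 also: 0% = DMSO with NR2E3 transfected cells and 100% = cells lacking NR2E3 construct; higher means lower luciferase signal from less NR2E3 corepressor binding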
# Target sequence (Q9Y5X4 whole entry, looked up, the tested form may be a part): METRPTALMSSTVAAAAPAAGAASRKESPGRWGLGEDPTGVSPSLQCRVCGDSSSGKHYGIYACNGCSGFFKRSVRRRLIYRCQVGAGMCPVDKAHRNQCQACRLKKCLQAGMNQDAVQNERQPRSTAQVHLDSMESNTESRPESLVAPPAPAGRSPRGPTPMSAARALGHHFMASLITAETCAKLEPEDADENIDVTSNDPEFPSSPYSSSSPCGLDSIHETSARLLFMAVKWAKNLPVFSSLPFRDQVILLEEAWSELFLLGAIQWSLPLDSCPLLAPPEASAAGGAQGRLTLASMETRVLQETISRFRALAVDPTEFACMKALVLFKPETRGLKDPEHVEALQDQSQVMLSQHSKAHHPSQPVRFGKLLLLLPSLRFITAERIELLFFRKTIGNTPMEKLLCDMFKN
# NR2E3 ag-2: inhibitors of NR2E3-RetCOR corepressor binding, primary screen, NR2E3 agonist project, biochemical, TR-FRET, GST-NR2E3, biotin-RetCOR; Photoreceptor-specific nuclear receptor (Homo sapiens), Q9Y5X4; 1536-well; inhibition of corepressor binding, % at 4.78 µM; hit rate 0.12% among 320,000; AID 2300, 2010;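 active = percent inhibition above the cutoff of mean plus 3 SD of all tested compounds, set per screening campaign, cut at about 20% in these data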;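 also: 0% = DMSO wells and 100% = biotin wells as full block of FRET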
#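 Material: NR2E3–RetCOR corepressor complex | Quantity: 1.35 nM GST-tagged NR2E3 final | Schedule: 5 h at 4 °C | Replication: Singlicate compound wells | Reagent: RetCOR corepressor, biotinylated, 7 nM | Controls: Biotin wells as high control, 0.6% DMSO wells as low control | Signal: TR-FRET, Eu(K)-anti-GST donor, streptavidin-D2 acceptor, ex 340, em 617/671 nm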
# Peg3 promoter: Peg3 promoter-driven luciferase inhibitors, primary screen, cell-based, HeLa, luciferase luminescence | HeLa PEG-Prom luciferase reporter, overnight | inhibition, % at 20 µM | hit rate 1.7% among 360,000 | AID 588405, 2011;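 active = inhibition of at least 50% at 20 µM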
# TRPM1 prom inh: inhibitors of MITF-dependent TRPM1 promoter reporter, primary screen, cell-based, SK-MEL-5, single point, luciferase. SK-MEL-5 TRPM1 promoter luciferase, 24 h. inhibition, % at 12.5 µM. hit rate 0.83% among 330,000. AID 488899, 2010;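 active = mean inhibition across replicates of 60% or more, whatever share of single replicates reaches that level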; also: values of inactives mirror those of a sister screen read the other way
# Shn3 3UTR inh: reduction of Shn3 3'UTR firefly luciferase signal, primary screen, Schnurri-3 inhibitor project, cell-based, Clone20 osteoblasts, set 2. inhibition, % at 12.5 µM. Clone20 osteoblast Shn3 3'UTR firefly luciferase, 24 h. hit rate 0.52% among 360,000. AID 588674, 2011;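 active = mean inhibition of at least 75% with every replicate also reaching 75%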;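 also: 0% = median of neutral control wells and 100% = pilot-screen positive control compound; some compounds past the cut are filed as inactive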
# TRAIL sens C8: viability loss with TRAIL in NB7+C8 cells, primary screen, TRAIL sensitizer project, cell-based, ATPlite luminescence. inhibition (viability loss, TRAIL sensitization), % at 10 µM. hit rate 1% among 360,000;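 active = compounds causing at least 50% loss of cell viability in the single-dose screen, relative to plate controls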
# LMP1 NFkB inh: EBV LMP1-driven NF-kappaB luciferase reporter inhibitors, primary screen, cell-based, luminescence, single point; LMP1-induced NF-kappaB luciferase reporter cells; inhibition, % at 12.5 µM; hit rate 0.69% among 350,000; in the data active = inhibition above about 41%;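 also: 0% = neutral control wells and 100% = reference inhibitor control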
# hiPSC survival: enhancers of single-cell hiPSC survival, primary screen, ATPlite luminescence; 100% = ROCK inhibitor wells, 0% = DMSO; survival enhancement, % at 20 µM; hit rate 0.044% among 360,000; in the data active = survival enhancement above about 18%;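 also: cells exposed to compounds for 16 hours before the ATP read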
# Numbers without * were called inactive; i = inactive; . = no result given. These rows are one share of the data; the hit share may differ from the screen's.
SMILES,HIF-2a block,KKLEB tox,CF NFkB block,NR2E3 ag-1,NR2E3 ag-2,Peg3 promoter,TRPM1 prom inh,Shn3 3UTR inh,TRAIL sens C8,LMP1 NFkB inh,hiPSC survival
O=C(NC1CCCCC1)C(CCc1ccccc1)N1CCOCC1 (configuration not stated),12,-5,-20,6,.,12,.,-19,-2,.,0.7
COc1ccccc1CNC(=O)Cn1cnc2ccccc2c1=O,1,3,-3,5,4,-8,8,-20,21,-5,1.8
CC(=O)c1ccc([N+](=O)[O-])c(CS(=O)(=O)c2ccc(Cl)cc2)c1,11,6,-1,12,0,10,5,3,2,6,0.6
COc1cc2c(cc1OC)-c1cc(Nc3cccc(C)c3)nc(=O)n1CC2,-26,-8,12,11,-1,-28,-100,10,-4,.,-0.4
CCCCNC(=S)N1CCn2cccc2C1c1ccc(F)cc1 (configuration not stated),21,-3,-2,-1,2,7,-1,8,-2,10,-0.5
O=C(NCC1(N2CCOCC2)CCCCC1)c1cccc(S(=O)(=O)Nc2ccc(F)cc2)c1,6,10,-9,-1,1,19,2,-8,-18,-1,-0.1
O=C(COC(=O)CCc1ccc(S(=O)(=O)N2CCOCC2)cc1)NCc1ccccc1Cl,17,2,8,-7,-2,-2,-3,.,-6,-13,0.4
CCOC(=O)C1(C)Oc2cccnc2NC1=O (configuration not stated),15,3,10,-8,-1,4,-4,-2,5,3,-0.7
O=C(Nc1cc(S(=O)(=O)N2CCOCC2)ccc1N1CCOCC1)c1ccccc1Cl,-4,4,-6,-1,.,-3,6,10,-5,-4,-1.3
COc1ccc(-c2nc(-c3ccncc3)no2)cc1OC,-200,19,-7,-64,1,-209,-73,-84,10,-26,0.7
Nc1nc(=O)c2ccccc2s1,1,0,-3,14,.,0,8,16,-9,0,6.5
CC1(C)CNC(=O)c2sc(N3CCOCC3)nc2C1,3,-23,16,10,-3,4,18,17,10,-45,-0.9
O=C(O)c1ccccc1Nc1ccnc(Cl)n1,-15,2,-20,-16,1,-26,2,-6,2,-27,-0.2
COC(=O)C1=C(C(=O)OC)SC(=C2C(=S)C(C)(C)N(C(=O)C(C)C)c3ccccc32)S1,-1,10,-6,-35,1,20,2,33,-2,-5,-0.9
Cc1cc2c(c(SCC(=O)NCc3ccc(Cl)cc3)n1)C(=O)OC2,7,-2,0,-13,-1,19,-5,-3,-5,8,-0.4
CCN(c1ccccc1)S(=O)(=O)c1ccc(NC(=S)NC(=O)c2ccc(Br)o2)cc1,6,-4,-5,-42,1,7,-3,26,14,-2,1.6
O=C(NCc1cccnc1)c1cc(C2CCCCN2C(=O)c2ccc3ccccc3c2)on1 (configuration not stated),4,12,8,-10,.,2,.,5,-10,.,-0.3
CC(NC(=O)CSc1n[nH]c(=O)[nH]c1=O)C1CC2CCC1C2 (configuration not stated),15,-4,-8,-15,3,8,12,8,3,-6,0.3
COC(=O)c1ccccc1NC(=S)NC(=O)c1ccccc1C,15,-21,14,12,2,25,5,-15,1,-9,-2.9
Cc1ccnc(SCCn2c(N(C)Cc3ccccc3)nc3c2c(=O)n(C)c(=O)n3C)n1,11,14,-14,-36,5,7,-23,-8,-3,1,0.0
CCCN1C(=O)CN(C2CCCCCC2)C(=O)C1c1ccc(C)cc1 (configuration not stated),0,-14,-4,-16,4,11,8,1,-14,1,-2.2
Nc1ncnc2c1ncn2[C@@H]1O[C@H](C(=O)NCC(F)(F)F)[C@@H](O)[C@H]1O,23,-7,-3,13,.,4,.,2,-17,.,1.8
COc1ccc(NC(=S)NNc2ccc(C(=O)O)cc2)cc1,-7,-1,-5,-22,2,1,6,-13,19,-10,-0.6
CCOC(=O)c1cccc(NC(=O)N2CCOCC2)c1,-17,0,11,12,-2,-21,3,-16,4,3,0.7
Cc1cccc(N2CCN(C(=O)c3ccc(N4CCCC4=O)cc3)CC2C)c1 (configuration not stated),4,-2,0,-2,1,13,0,2,0,3,-3.5
NC(=O)c1nsc(C(=O)N(c2cccc(F)c2)C(C(=O)NC2CCCC2)c2ccco2)c1N (configuration not stated),10,-1,2,-2,8,24,8,11,6,3,-0.4
O=C(CSc1nc(O)c(Cc2ccccc2)c(=O)[nH]1)Nc1ccccc1,-19,-4,2,-6,-1,-22,-8,-61,-5,-14,2.1
O=C(CNC(=O)c1ccccc1F)NCCc1ccc(Cl)cc1Cl,-7,-10,-11,-34,-1,4,-5,8,21,0,0.1
COC(=O)C(=CC(=CN(C)C)C=C(C(=O)OC)C(=O)OC)C(=O)OC,10,-12,8,15,-2,23,-9,-24,18,-6,-0.7
CC1(C(=O)NCCCN2CCCC2=O)CCN1CCc1ccccc1 (configuration not stated),5,11,-1,-21,.,8,.,-3,2,.,3.9
O=C(NC(=S)NCC1CCCO1)c1ccco1 (configuration not stated),-6,11,3,2,0,-12,-2,4,-8,-1,2.1
C=CCOc1ccc2ccccc2c1CNn1c(C)n[nH]c1=S,23,2,6,-31,6,7,4,6,-3,9,-0.6
COC(=O)c1ccc(C(=O)OC)c(NC(=O)N2c3ccccc3Sc3ccccc32)c1,12,-54*,54*,-19,5,16,-1,67,4,1,-0.5
COc1ccccc1C1C=C(c2ccc(C)cc2)Nc2nnnn21 (configuration not stated),15,0,5,-3,4,-54,-5,-84,4,-41,2.5
c1ccc(-n2ncc3c(NCCN4CCOCC4)ncnc32)cc1,-11,1,0,-61,2,-1,-39,-84,-3,-14,1.4
COc1ccc(NC(=O)CCc2nnc3ccc(N4CCC(C)CC4)nn23)cc1OC,7,9,-10,-33,-2,-1,0,-4,1,7,1.7
CN(C)S(=O)(=O)c1ccc(C(=O)Nc2ccccc2SCCC#N)cc1,-13,10,-14,15,1,-1,2,2,-3,-4,0.1
Cc1ccc(C2C(C(=O)c3cccs3)=C(O)C(=O)N2c2cccc(C)n2)cc1 (configuration not stated),-12,6,2,-18,1,-7,-3,10,-17,9,-0.5
CCn1c(SCC(=O)c2c[nH]c3ccccc23)nc2cc(S(=O)(=O)N3CCOCC3)ccc21,-5,-16,-1,-6,-7,18,11,8,-13,-28,2.0
Cc1ccc(S(=O)(=O)N2CCSC2c2ccco2)cc1 (configuration not stated),10,9,-4,17,3,7,i,1,9,-4,7.4
O=C(c1c[nH]c2ccccc2c1=O)N1CCCCCC1,4,22,-5,-23,0,6,3,3,5,1,-0.1
O=C1CCCCC1CCc1ccncc1 (configuration not stated),-13,-4,1,-12,.,-31,4,12,6,-3,5.4
Oc1ccccc1C(=S)N1CCN(C(=S)c2ccccc2O)CC1,21,0,12,-24,2,-3,1,2,0,3,-0.7
O=C(c1ccccc1)N(Cc1ccc(F)cc1)Cc1nc2ccccc2c(=O)[nH]1,5,-6,-11,6,0,20,11,2,-26,3,-1.0
COC(=O)c1ccccc1NC(=O)COC(C)=O,12,3,-3,-10,10,16,2,3,14,-6,-2.0
Cc1cccc(OCCCn2c(=O)oc3ccc(C)cc32)c1,-79,-9,24,-22,1,-57,-7,2,-1,8,-0.1
CCOC(=O)CN1NC2(CCC(C(C)(C)C)CC2)NC1=S (configuration not stated),13,8,-2,13,-2,-1,5,-8,-12,4,-2.3
O/N=C1\CC/C(=N\O)c2nn(-c3ccc(Cl)cc3Cl)nc21,-44,2,29,-10,-2,-19,-4,4,0,7,-1.3
Cc1cccc(C)c1NC(=O)CN(C)C(=O)Cc1cccc(C(F)(F)F)c1,13,2,-18,-1,6,31,-10,-2,-8,6,1.6
CCN1CCN(c2ncnc3sc(C(=O)Nc4ccccc4F)c(C)c23)CC1,-11,-2,12,-29,-1,-13,-6,5,-17,6,-2.7
COc1cc(OC)cc(C(=O)NCc2ccc(-n3cccc3)cc2)c1,11,-10,14,2,-1,21,7,7,-8,-28,-0.5
CC(=O)Nc1ccc(S(=O)(=O)N2CCN(c3cc4c(cc3[N+](=O)[O-])n(C)c(=O)n4C)CC2)cc1,-14,11,-28,16,-1,7,2,23,13,8,-2.0
COc1ccccc1CNC(=O)CN(Cc1ccc(Cl)cc1)S(C)(=O)=O,13,0,-10,-8,-1,17,0,22,-9,-15,1.9
COc1ccc(C(=O)N2CCN(S(=O)(=O)c3ccc(C)cc3C)CC2)cc1S(=O)(=O)N1CCOCC1,12,-2,12,-1,.,16,7,-12,23,-3,-0.5
CCOC(=O)c1cn(Cc2ccc(C)cc2)c2cc(F)ccc2c1=O,15,-8,-3,6,-6,16,-6,-9,5,5,-0.6
Cc1ccc(NC(=O)C(Cc2ccccc2)N2C(=O)C3C4CCC(C4)C3C2=O)cc1Cl (configuration not stated),12,5,-8,-37,-2,20,3,12,19,-10,0.5
COc1ccc(NC(=O)CSc2nnc(NC(=O)C3CCC3)s2)c(OC)c1,15,-1,-1,-3,0,4,1,18,4,-1,0.6
Cc1nn(C)c(C)c1NC(=O)CCCSc1nc(-c2ccco2)cc(C(F)(F)F)n1,17,-30,12,-14,2,13,2,24,6,-6,-0.7
CC(=O)Nc1ccc(NC(=O)C(Cc2ccccc2)NC(=O)C2CCC(C)CC2)cc1 (configuration not stated),5,4,-10,-20,-5,-9,6,8,1,5,-1.0

# Some entries already given with just Peg3 promoter and NR2E3 ag-1:
molecule	Peg3 promoter	NR2E3 ag-1
Cc1nn(C)c(C)c1NC(=O)CCCSc1nc(-c2ccco2)cc(C(F)(F)F)n1	13	-14
COC(=O)c1ccccc1NC(=O)COC(C)=O	16	-10
Cc1cccc(N2CCN(C(=O)c3ccc(N4CCCC4=O)cc3)CC2C)c1 (configuration not stated)	13	-2

# Three compounds picked at random from those above:
SMILES,HIF-2a block,KKLEB tox,CF NFkB block,NR2E3 ag-1,NR2E3 ag-2,Peg3 promoter,TRPM1 prom inh,Shn3 3UTR inh,TRAIL sens C8,LMP1 NFkB inh,hiPSC survival
Cc1ccc(NC(=O)C(Cc2ccccc2)N2C(=O)C3C4CCC(C4)C3C2=O)cc1Cl (configuration not stated),12,5,-8,-37,-2,20,3,12,19,-10,0.5
Cc1cccc(C)c1NC(=O)CN(C)C(=O)Cc1cccc(C(F)(F)F)c1,13,2,-18,-1,6,31,-10,-2,-8,6,1.6
CC(=O)Nc1ccc(S(=O)(=O)N2CCN(c3cc4c(cc3[N+](=O)[O-])n(C)c(=O)n4C)CC2)cc1,-14,11,-28,16,-1,7,2,23,13,8,-2.0
